# High-throughput results deposited in PubChem by several laboratories.
# NR5A2 inv ag: inverse agonists of human LRH-1 (NR5A2) | HEK293T StAR-luciferase reporter, LRH-1 transfected, 24 h | inhibition, % at 3.6 µM | actives 0.13% (n = 360,000) | AID 602396;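 active means inhibition above the mean inhibition of all tested compounds plus 3 SD, cut at about 73% in these data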;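 further: 0% = DMSO wells and 100% = reporter-only cells lacking LRH-1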
# CF NFkB block: inhibitors of cystic fibrosis induced NF-kB; actives 0.86% (n = 360,000); inhibition, % at 5 µM; KKLEB NF-kB-GFP reporter, PAF-induced, GFP fluorescence overnight;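 active means at least 50% inhibition at 5 µM, scaled per plate between neutral and stimulator controls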;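 further: PAF is a Pseudomonas aeruginosa culture filtrate used as stimulus; plate controls were PAF-stimulated DMSO wells for no effect and unstimulated DMSO wells for full effect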
# TWEAK-Fn14 inh: inhibitors of TWEAK-Fn14 interaction signaling; inhibition, % at 10 µM; actives 2% (n = 360,000); TWEAK-stimulated Fn14 reporter cells, luciferase luminescence, 8 h; in the data active means inhibition above about 50%
# SRC3 inh: inhibits human SRC3 coactivator | HEK293 GAL4-SRC3 luciferase reporter, luminescence | actives 0.17% (n = 360,000) | inhibition, % at 3.6 µM;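 active means inhibition above a per-campaign cutoff, the mean of all compounds plus 3 SD, cut at about 60% in these data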;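 further: 0% = DMSO-treated cells and 100% = gossypol-treated cells at 36 µM; higher means less SRC3-driven luciferase light from the GAL4 reporter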
# Target sequence (Q9Y6Q9 whole entry, looked up, the tested form may be a part): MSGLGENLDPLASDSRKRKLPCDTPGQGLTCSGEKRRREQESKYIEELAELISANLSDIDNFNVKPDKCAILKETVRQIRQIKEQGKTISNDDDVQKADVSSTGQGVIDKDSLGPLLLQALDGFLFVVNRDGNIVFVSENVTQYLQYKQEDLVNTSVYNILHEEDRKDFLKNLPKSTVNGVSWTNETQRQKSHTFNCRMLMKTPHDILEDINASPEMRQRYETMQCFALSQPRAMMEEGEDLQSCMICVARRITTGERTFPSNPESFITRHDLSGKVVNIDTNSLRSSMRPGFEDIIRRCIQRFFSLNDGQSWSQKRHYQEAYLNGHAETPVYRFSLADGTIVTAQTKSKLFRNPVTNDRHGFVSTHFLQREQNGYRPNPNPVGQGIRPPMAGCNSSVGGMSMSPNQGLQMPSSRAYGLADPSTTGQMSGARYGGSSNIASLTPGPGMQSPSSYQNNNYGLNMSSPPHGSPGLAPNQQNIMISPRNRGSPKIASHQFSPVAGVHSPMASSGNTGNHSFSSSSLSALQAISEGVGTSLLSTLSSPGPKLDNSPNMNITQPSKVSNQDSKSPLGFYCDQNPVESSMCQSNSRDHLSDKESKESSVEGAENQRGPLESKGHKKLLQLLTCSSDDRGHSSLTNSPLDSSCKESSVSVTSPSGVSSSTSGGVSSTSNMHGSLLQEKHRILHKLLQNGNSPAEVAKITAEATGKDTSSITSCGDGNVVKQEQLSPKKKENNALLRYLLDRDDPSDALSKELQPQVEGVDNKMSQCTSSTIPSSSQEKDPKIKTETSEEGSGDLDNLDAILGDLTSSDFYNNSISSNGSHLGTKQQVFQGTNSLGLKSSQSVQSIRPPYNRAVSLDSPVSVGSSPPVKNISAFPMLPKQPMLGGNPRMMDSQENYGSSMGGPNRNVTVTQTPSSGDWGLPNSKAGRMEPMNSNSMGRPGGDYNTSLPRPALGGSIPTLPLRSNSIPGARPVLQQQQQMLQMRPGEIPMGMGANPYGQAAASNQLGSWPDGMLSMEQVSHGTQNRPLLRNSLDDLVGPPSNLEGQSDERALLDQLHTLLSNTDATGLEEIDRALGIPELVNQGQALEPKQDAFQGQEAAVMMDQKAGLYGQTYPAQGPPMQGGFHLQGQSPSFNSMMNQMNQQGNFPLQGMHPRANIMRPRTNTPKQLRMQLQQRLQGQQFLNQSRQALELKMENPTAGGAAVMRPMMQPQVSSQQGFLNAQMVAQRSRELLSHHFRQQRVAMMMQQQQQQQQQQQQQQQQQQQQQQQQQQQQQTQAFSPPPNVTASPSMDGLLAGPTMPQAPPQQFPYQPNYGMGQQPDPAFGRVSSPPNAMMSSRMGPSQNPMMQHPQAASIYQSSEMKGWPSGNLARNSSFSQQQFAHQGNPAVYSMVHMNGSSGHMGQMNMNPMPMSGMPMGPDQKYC
# LMP1 NFkB inh: reduces LMP1-driven NF-kappaB luciferase signal. inhibition, % at 12.5 µM. LMP1-induced NF-kappaB luciferase reporter cells, luminescence. actives 0.69% (n = 350,000); in the data active means inhibition above about 41%;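 further: 0% = neutral control wells and 100% = reference inhibitor control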
# SRC1 inh: inhibitors of human steroid receptor coactivator 1 (SRC1). Q15788. inhibition, % at 3.6 µM. AID 588354. HEK293 GAL4-SRC1 luciferase reporter, luminescence. actives 0.12% (n = 360,000);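 active means inhibition above the campaign mean plus 3 SD, with each screening campaign given its own cutoff, cut at about 60% in these data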;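 further: 0% = DMSO treated cells and 100% = gossypol at 36 µM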
# KKLEB cytotox: counter-screen for CF NF-kB inhibitors: cytotoxicity | KKLEB CF airway cells viability, ATPlite luminescence, overnight; stronger effect = lower value; cells stimulated with P. aeruginosa culture filtrate | actives 0.36% (n = 360,000) | AID 602141 | activity change (cytotoxicity), % at 5 µM;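 active means corrected activity change at or below -50% at 5 µM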
# TROY signal inh: TROY signaling inhibition | actives 0.98% (n = 360,000) | Q293 LMP1-TROYcd NF-kB luciferase reporter, 4 h | inhibition, % at 10 µM;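 active means compounds whose plate-normalised and pattern-corrected inhibition of the luciferase reporter signal at the single screening dose is 50% or more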
# SRC2 inh: inhibits human steroid receptor coactivator 2; AID 651957; actives 0.17% (n = 370,000); inhibition, % at 9 µM; HEK293 GAL4-SRC2 luciferase reporter, luminescence; Q15596;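 active means inhibition above the mean inhibition of all tested compounds plus 3 SD, set per campaign, cut at about 52% in these data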;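 further: 0% = DMSO treated cells and 100% = cells given Gossypol at 36 µM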
# COUP-TFII inh: NR2F2 (human) inhibition, primary screen. P24468. actives 0.7% (n = 370,000). HEK293T NGFI-A luciferase reporter, luminescence. AID 686940. inhibition, % at 8.6 µM;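 active means inhibition above a per-plate cutoff, mean inhibition of test wells between control levels plus 3 SD, cut at about 38% in these data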;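 further: cells cotransfected with COUP-TFII expression vector driving the NGFI-A reporter; 0% = median of COUP-TF2 test wells and 100% = reporter-only cells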
# TRAIL sens C8: sensitizes caspase-8 expressing cells to TRAIL. NB7+C8 cells + TRAIL, ATPlite viability luminescence. inhibition (viability loss, TRAIL sensitization), % at 10 µM. AID 624354. actives 1% (n = 360,000);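 active means compounds causing at least 50% loss of cell viability in the single-dose screen, relative to plate controls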
# Numbers without * were called inactive; . = not tested or not shown. Rows were taken by chance; 4.2% or so of the library scored in one or more.
canonical_smiles	NR5A2 inv ag	CF NFkB block	TWEAK-Fn14 inh	SRC3 inh	LMP1 NFkB inh	SRC1 inh	KKLEB cytotox	TROY signal inh	SRC2 inh	COUP-TFII inh	TRAIL sens C8
Cc1ccc(S(=O)(=O)Nc2cccnc2)cc1	-11.4	-6.7	2.2	1.5	-7.0	3.2	0.8	3.5	-55.9	4.5	-14.7
Cc1cccc(-n2c(SCC(=O)Nc3ncc(Cl)cc3Cl)nc3ccccc32)c1	-50.1	-1.9	1.3	-59.6	-0.1	3.7	-14.8	8.8	6.5	-70.2	31.6
Cc1cc(=O)[nH]c(SCc2cn3ccccc3n2)n1	10.1	7.1	-5.5	8.9	-10.0	-6.9	-2.5	-5.4	-4.6	10.3	-4.5
C/C=C(/C)C(=O)O[C@@H]1[C@H](OC(=O)C=C(C)C)c2c(ccc3ccc(=O)oc23)OC1(C)C	3.3	9.2	-1.1	-44.4	-3.0	-2.0	-12.7	-1.4	14.8	10.6	-10.6
Cc1ccc(S(=O)(=O)N(C)C[C@@H]2OCc3ccccc3-c3c(n(C)c4ccccc34)C(=O)N([C@H](C)CO)C[C@@H]2C)cc1	-7.8	17.8	25.3	8.7	-1.5	-5.6	-8.4	24.6	12.8	12.8	16.4
COc1ccc(S(=O)(=O)Nc2c(C)n(C)n(-c3ccccc3)c2=O)cc1Br	-5.7	11.3	0.2	10.8	1.0	-17.8	6.0	2.6	-3.2	-5.6	-20.1
O=C(CC1NCCNC1=O)Nc1ccccc1 (stereo not drawn)	6.1	-3.8	-27.1	12.5	5.6	19.9	9.7	-21.3	-18.8	12.9	1.7
COCCn1c(SCC(=O)Nc2nc(C)cs2)nnc1C(C)C	4.2	-6.2	15.1	4.1	-6.8	-8.8	-3.8	9.3	-12.5	-1.6	-5.2
Clc1ccc(-c2cc(COc3ccc4ccccc4c3)no2)cc1	-10.8	2.8	-13.2	2.0	-4.4	12.0	-7.5	-11.9	24.4	5.0	-16.2
Cc1ccc(C(=O)NNC(=O)c2nn(-c3ccc(F)cc3)ccc2=O)cc1	0.3	3.0	-0.5	-2.9	6.6	8.3	4.7	-44.6	-27.3	3.9	33.1
Cn1ncc(C#N)c1/N=C/N1CCOCC1	-4.9	6.4	7.4	-6.2	-5.1	2.7	2.7	3.3	5.3	15.0	4.8
CC(C)c1ccc(N2C(=NC(=O)C3CC3)SC3CS(=O)(=O)CC32)cc1 (stereo not drawn)	9.4	-44.8	1.8	4.3	-1.3	10.2	-4.4	-20.8	7.1	0.5	-7.9
O=C(NCc1ccccc1Cl)C1CCC(CNc2nc(=S)[nH]c3ccccc23)CC1 (stereo not drawn)	12.3	13.0	8.7	10.0	6.1	-0.8	-18.6	10.5	2.1	-1.4	-7.3
O=C(O)CCN1/C(=C/C=Nc2ccccc2)Oc2ccccc21	5.3	11.5	6.8	-0.9	9.6	1.8	-10.1	-9.8	-2.3	-4.4	-2.7
COc1ccccc1C(C)N(C)Cc1nc(COc2ccccc2)no1 (stereo not drawn)	-11.7	-9.4	2.6	3.4	3.4	-18.2	10.3	26.4	5.3	6.0	-7.9
O=C1Nc2cc(Br)ccc2C1(O)c1ccccc1O (stereo not drawn)	1.5	-13.4	18.2	7.5	-2.3	0.3	3.6	-17.2	4.8	8.6	-8.7
O=c1oc(=S)oc2c1[C@H](c1ccc(Cl)cc1)O[C@H](C1CCCC1)C2	-4.6	.	14.3	.	.	.	.	0.5	10.1	2.5	6.4
Cc1ccc([N+](=O)[O-])cc1NC(=O)Nc1cccc(F)c1	10.4	-6.1	14.6	2.1	17.3	9.0	4.7	42.1	3.2	24.7	19.8
Cc1ccc(NC(=S)N(CCN2CCCCC2)Cc2ccco2)cc1	-24.9	21.2	10.5	-0.8	1.7	-1.3	-9.9	-31.4	0.3	-17.1	1.8
COc1cc(/C=N/NC(=O)C(NC(=O)c2ccccc2)c2n[nH]c(=O)c3ccccc23)ccc1OCC(N)=O (stereo not drawn)	-24.4	16.1	-5.1	-7.2	0.2	4.3	-0.8	1.0	4.1	-4.9	3.5
O=C(NC(=S)Nc1cccnc1Cl)c1ccc(F)cc1	-133.6	2.6	32.4	-69.0	-31.9	-65.1	6.4	-14.4	-43.8	-36.7	4.8
CC(C)COc1ccc(C(=O)OCCN2CCOCC2)c(O)c1	8.9	-5.5	1.1	6.7	-9.3	-10.3	5.8	-15.3	-42.5	-3.6	10.7
Cc1ccc(CCNS(=O)(=O)c2cnc[nH]2)cc1	7.8	7.0	9.9	9.7	-1.6	-3.0	-3.0	2.1	-23.1	13.1	-17.7
CC1CN(Cc2cc(=O)n3ccsc3n2)CC(C)O1 (stereo not drawn)	13.5	-8.1	-9.3	4.7	7.2	-9.1	4.8	-16.7	7.4	6.5	-11.9
CC(NC(=O)COC(=O)[C@@H]1CCCN1S(=O)(=O)c1ccccc1F)C12CC3CC(CC(C3)C1)C2 (stereo partly drawn)	4.9	4.8	6.5	-5.1	15.9	-23.0	-2.7	19.7	-5.8	15.0	-3.2

# Continued; the last 2 above are carried over.
canonical_smiles	NR5A2 inv ag	CF NFkB block	TWEAK-Fn14 inh	SRC3 inh	LMP1 NFkB inh	SRC1 inh	KKLEB cytotox	TROY signal inh	SRC2 inh	COUP-TFII inh	TRAIL sens C8
CC1CN(Cc2cc(=O)n3ccsc3n2)CC(C)O1 (stereo not drawn)	13.5	-8.1	-9.3	4.7	7.2	-9.1	4.8	-16.7	7.4	6.5	-11.9
CC(NC(=O)COC(=O)[C@@H]1CCCN1S(=O)(=O)c1ccccc1F)C12CC3CC(CC(C3)C1)C2 (stereo partly drawn)	4.9	4.8	6.5	-5.1	15.9	-23.0	-2.7	19.7	-5.8	15.0	-3.2
CCCCCCn1nc(C(=O)N(CC(C)C)c2c(N)n(CCCC)c(=O)[nH]c2=O)c2ccccc2c1=O	-7.6	8.2	-5.3	-5.2	7.0	17.5	-0.5	-1.6	-33.5	11.7	2.7
C=CCSc1nnc(CCc2ccccc2)n1N	8.2	19.0	9.5	8.9	2.3	5.9	0.6	-2.4	-1.1	-19.0	5.8
CCOc1ccc2sc(NS(=O)(=O)c3ccc(N)cc3)nc2c1	11.7	-1.5	-7.8	16.0	-0.3	-19.2	5.5	-2.3	-19.7	5.6	-3.0
O=C(CCCC(=O)OCC1CCCO1)OCC1CCCO1 (stereo not drawn)	-6.3	7.4	13.9	-7.5	-1.7	1.9	-4.1	-15.0	17.7	0.1	-11.8
CN1OC(c2ccccc2)=C(CO)C1c1ccccc1 (stereo not drawn)	13.1	9.9	1.4	25.4	2.8	-4.1	5.6	11.3	17.0	-9.3	-3.5
O=C(Oc1ccccc1N1CCOCC1)c1sccc1Br	4.7	7.1	2.9	15.5	-10.2	-4.3	-0.2	-27.0	13.3	2.2	-9.7
CCNC(=S)Nc1nc2c(cc1C(=O)OCC)CCCC2	-4.9	4.3	-26.9	7.2	-19.8	-8.1	-4.9	-30.7	13.3	-4.8	12.6
COc1ccc(C(=O)C2CCCN(C(=O)CCc3scnc3C)C2)c(C)c1 (stereo not drawn)	-13.9	-3.7	24.7	27.3	11.9	22.4	8.6	-2.4	17.7	23.2	-2.4
Cc1cc(C)n(Cc2ccc(C(=O)O)o2)n1	2.3	-2.1	6.2	-6.7	-1.9	-0.5	7.8	12.6	7.0	-3.0	2.5
COc1ccc(NC(=O)c2nnn(CC(=O)Nc3ccccc3OC)c2N)c(OC)c1	-1.9	6.6	-29.6	7.0	1.9	-21.9	-4.2	-21.2	-4.2	-12.3	-2.6
COc1ccc(-c2cc(C(F)F)n3ncc(C(=O)NCCCN4CCCC4=O)c3n2)cc1	-12.3	-27.2	-17.8	-5.5	-4.6	-9.8	-6.6	-48.2	-33.1	-1.2	4.7
CCCCOc1ccc(S(=O)(=O)NNC(=O)c2cc3ccccc3o2)cc1	-10.2	2.9	0.3	13.5	11.2	-3.8	4.2	39.1	2.3	-2.4	-19.8
CCOc1ccc(C(OC(=O)c2ccco2)C(=O)NCc2ccc(C)cc2)cc1 (stereo not drawn)	-2.4	8.3	-9.9	-0.6	15.5	0.4	6.2	-21.4	7.8	20.0	-5.4
COc1ccc(S(=O)(=O)N2CCC(C)CC2)cc1N(C)S(=O)(=O)c1ccccc1	18.4	-5.3	-12.9	0.8	-5.0	7.0	9.0	6.5	13.2	-4.8	0.9
CN(Cc1ccc(Cl)cc1Cl)C(=O)c1cccc(S(=O)(=O)N2CCN(c3ccccc3)CC2)c1	4.4	16.6	30.7	-7.1	5.8	3.8	-23.3	15.5	28.2	17.1	24.9
CCN(CCO)C(=O)c1ccc2nc(Cc3ccc(OC)cc3)oc2c1	-9.8	-9.9	6.3	-5.2	3.4	-6.1	-2.2	-4.4	-36.2	-9.1	3.2
CCOC(=O)C1=C(O)/C(=C/c2ccc(OCC(=O)O)c(OCC)c2)SC1=Nc1ccc(OC)cc1	-18.7	5.0	-34.2	13.4	1.8	-25.3	3.7	11.3	10.3	-5.3	-12.3
CN(C)S(=O)(=O)c1ccc(C(=O)Nc2cccc(C(=O)O)c2)cc1	6.5	0.6	-4.6	7.6	1.8	0.7	1.9	-13.8	-38.3	15.1	1.8
O=C(O)c1ccc(-n2nncc2-c2ccco2)cc1	-31.8	-2.3	35.5	8.8	-5.8	6.0	7.4	15.5	-17.7	12.0	-0.5
O=[N+]([O-])c1cccc(-c2cc3cccc[n+]3cc2-c2cccc([N+](=O)[O-])c2)c1	13.3	-4.1	11.7	2.5	-3.7	6.2	1.0	-6.7	-7.9	-11.9	-11.0
Cc1ccc(S(=O)(=O)c2nnn3c2nc(N2CCOCC2)c2ccccc23)cc1C	13.7	8.6	7.9	20.8	-1.7	-10.4	-10.6	7.4	23.1	-1.1	-9.7
CC(C)OC(=O)/C(=C\c1cccnc1)NC(=O)c1ccccc1	2.1	-0.6	0.2	13.7	4.2	-23.3	-26.9	20.8	-43.2	6.3	19.1
Nc1ccc(N2CCCCC2)c(S(=O)(=O)Nc2ccc(Cl)cc2)c1	-6.8	-3.4	-6.8	20.0	-3.7	-22.7	6.5	3.9	-49.1	17.4	-0.9
CC(=O)c1ccc(NC(=O)c2cc(Cl)nc3ccccc23)cc1	-4.3	-5.0	-0.5	9.0	1.0	7.4	2.2	-12.9	0.3	8.8	-1.7
CC(Oc1ccc(-c2ccccc2)c(F)c1)c1ccn(S(=O)(=O)c2cccc3ccccc23)n1 (stereo not drawn)	4.5	7.0	-12.3	3.3	-6.6	-6.9	-3.5	-28.7	-12.4	-1.2	33.3
CC(=O)N1N=C(c2ccccc2)OC1c1cccnc1 (stereo not drawn)	-5.4	-3.6	-1.5	-6.9	0.9	-4.0	1.5	26.4	-7.8	11.2	-31.4
N/C(=N/OC(=O)c1ccccc1F)c1nonc1N	-4.9	-4.6	-22.8	7.3	-3.5	-16.6	11.2	-45.0	-20.9	4.8	1.1
CCN1CCCC1CNC(=O)Cn1nc(C)n2c(cc3cc(C)ccc32)c1=O (stereo not drawn)	10.0	-15.7	-15.6	3.5	-6.9	4.7	2.0	-8.7	-3.9	-9.3	-4.4
